Screening results (PubChem)
FH mod: Identification of activators of human fumarate hydratase by quantitative high-throughput screening | FH coupled MDH/diaphorase resazurin fluorescence, 15 min | Potency, µM (doses to about 79.9 µM), without a hit: top-dose activity change, negative = inhibition, hits mostly inhibitors | AID 1347055, 2019 | actives 0.22% (n = 54,000); also: potency is read from the fitted curve at half-maximal effect; % is scaled to controls: 0 for no effect and ±100 for the full control effect; the screen sought activators but most active calls are inhibition curves; nearly all actives have a fitted effect of over 45% in size
Target sequence (P07954 whole entry, looked up): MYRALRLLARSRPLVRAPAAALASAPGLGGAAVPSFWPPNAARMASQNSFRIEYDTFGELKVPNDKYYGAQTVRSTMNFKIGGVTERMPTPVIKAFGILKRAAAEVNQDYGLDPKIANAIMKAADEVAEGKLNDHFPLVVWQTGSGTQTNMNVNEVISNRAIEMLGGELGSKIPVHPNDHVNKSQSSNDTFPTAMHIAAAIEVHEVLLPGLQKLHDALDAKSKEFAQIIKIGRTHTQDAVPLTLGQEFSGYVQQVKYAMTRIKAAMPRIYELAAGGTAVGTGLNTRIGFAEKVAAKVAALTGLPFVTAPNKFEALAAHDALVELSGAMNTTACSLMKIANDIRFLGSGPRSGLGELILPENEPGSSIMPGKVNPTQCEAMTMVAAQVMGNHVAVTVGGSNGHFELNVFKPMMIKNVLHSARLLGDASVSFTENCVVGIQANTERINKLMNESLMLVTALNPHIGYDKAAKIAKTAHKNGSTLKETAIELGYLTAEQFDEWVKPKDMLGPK
GALK inhibitor: qHTS Assay for Inhibitors of Human Galactokinase (GALK): NCGC Sytravon Library Screen. P51570. recombinant GALK, Kinase-Glo ATP luminescence, 1 h. 44,000 tested, under 10 active. Potency, µM (top dose mostly 57.5 µM), for the others: at the highest dose activity, negative = inhibition, hits mostly inhibitors;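 also: plate controls were full GALK reaction for no effect and reaction lacking GALK for full effect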
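5 nM GALK; 35 uM ATP; 100 uM D-galactose; 20 mM HEPES pH 8.0, 5 mM MgCl2, 60 mM NaCl, 1 mM DTT, 0.01% BSA; 1 h RT; Kinase-Glo Plus luminescence.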
B2AR arrestin ag: qHTS assay of beta-arrestin-biased ligands of beta2-adrenergic receptor: NCGC Sytravon Library Screen. Beta-2 adrenergic receptor (Homo sapiens), P07550. HTLA Tango cells, beta-arrestin recruitment, luciferase luminescence, 18 h. Potency, µM (series often up to 46.1 µM), for the others: at the top dose activation, most hits filed as activators. 44,000 tested, under 10 active;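 also: potency is read from the fitted curve at half-maximal effect; 0% = DMSO and full agonism = EC100 isoproterenol or metaproterenol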
Target sequence (P07550 whole entry, looked up): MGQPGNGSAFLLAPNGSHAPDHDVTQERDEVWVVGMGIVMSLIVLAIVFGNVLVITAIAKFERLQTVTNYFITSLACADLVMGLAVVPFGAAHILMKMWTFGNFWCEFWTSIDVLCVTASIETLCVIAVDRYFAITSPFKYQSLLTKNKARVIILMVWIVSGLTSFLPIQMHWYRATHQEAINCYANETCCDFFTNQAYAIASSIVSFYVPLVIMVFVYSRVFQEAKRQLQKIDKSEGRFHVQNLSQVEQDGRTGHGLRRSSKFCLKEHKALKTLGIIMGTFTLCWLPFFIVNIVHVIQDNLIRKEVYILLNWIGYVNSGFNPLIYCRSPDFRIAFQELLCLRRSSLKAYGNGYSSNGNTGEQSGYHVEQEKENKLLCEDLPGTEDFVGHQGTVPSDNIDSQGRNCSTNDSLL
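Receptor–beta-arrestin recruitment read by tTA-responsive luciferase: compound titrations (up to 46 µM) incubated 18 h with Tango cells, then luminescent substrate 15 min at room temperature. Concentration-response fits classified by r2, efficacy and activity.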
p53null 32C tox: qHTS Screen for Compounds that Selectively Target Cancer Cells with p53 Mutations: Cytotoxicity of p53 Null Cells at the Permissive Temperature; actives 0.62% (n = 55,000); H1299-neo p53 null cells, ATP luminescence, 24 h, 32C; Potency, µM (series often up to 46.1 µM), for the others: at the top dose activity change, negative = cytotoxicity, hits mostly cytotoxic;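 also: potency is read from the fitted curve at half-maximal effect; 0% = DMSO only and -100% = full killing by 100 µM tamoxifen; nearly all actives have a fitted effect of over 55% in size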
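ATP-content luminescence in p53-null H1299-neo cells after 24 h compound exposure (up to 46 uM) at 32C permissive temperature; 0% and 100% killing set by DMSO and 100 uM tamoxifen; Hill-equation AC50.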
PTAP-TSG101 blk: qHTS Validation Assay for Inhibitors of HIV-1 Budding by Blocking the Interaction of PTAP/TSG101: Sytravon Library Screen | 44,000 tested, under 10 active | Tumor susceptibility gene 101 protein (Homo sapiens), Q99816 | AID 1347069, 2019 | Fluorescence polarization, FITC-PTAP peptide/Tsg101, 20 min | Potency, µM (highest dose often 115 µM), inactives show at the top dose activity change, negative = inhibition, most hits filed as inhibitors; also: potency is read from the fitted curve at half-maximal effect; 0% is about no effect
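FITC-labeled PTAP peptide (50 nM final) binding to Tsg101 binding domain (10 uM final) read by fluorescence polarization after 20 min at r.t. in HEPES pH 7.5 buffer. Actives by CRC class, <25 µM.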
p53null 39C tox: qHTS Screen for Compounds that Selectively Target Cancer Cells with p53 Mutations: Cytotoxicity of p53 Null Cells at the Nonpermissive Temperature. H1299 p53-null (neo) cells, 39C, ATPlite viability, 24 h. Potency, µM (series often up to 46.1 µM), for the others: at the highest dose activity, negative = cell killing, most hits filed as cytotoxic. actives 0.97% (n = 55,000);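 also: potency is read from the fitted curve at half-maximal effect; 0% = DMSO only and -100% = full killing by 100 µM tamoxifen; nearly all actives have a fitted effect of over 50% in size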
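ATP-luminescence viability readout (ATPlite, 20 min RT) after 24 hr compound treatment at 39C of H1299-neo or H1299-p53A138V cells; titration up to 46 uM; normalized to DMSO and 100 uM tamoxifen; Hill-fit AC50.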
NTMT1 inhibitor: Primary qHTS for Inhibitors of N-terminal methyltransferase 1 (NTMT1): MTaseGlo Assay; Potency, µM (titrated, usually from 114 µM), for the others: at the highest dose activity change, negative = inhibition, usual class: inhibitors; actives 2.5% (n = 59,000); NTMT1 MTase-Glo SAH luminescence, purified enzyme;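 also: potency is read from the fitted curve at half-maximal effect; plate controls were DMSO vehicle for no effect and no enzyme for full effect; nearly all actives have a fitted effect of over 65% in size; many of its hits are not listed in these tables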
An asterisk follows results filed as active; ? = inconclusive; / = no result given; [ ] = another dose, or the depositor's remark. Calls follow the shape of the dose curve; as a rule, active = well fitted curve in the direction sought with a large enough effect; inconclusive = small, poorly fitted or top-dose-only effect, or another doubt; inactive = no such curve, though single readings can be large; an effect the other way counts as inactive or inconclusive.

Letters – A = FH mod; B = GALK inhibitor; C = B2AR arrestin ag; D = p53null 32C tox; E = PTAP-TSG101 blk; F = p53null 39C tox; G = NTMT1 inhibitor
Cc1cccc(NC(=O)c2sc(-n3nc(C)c(Cc4ccc5c(c4)OCO5)c3C)nc2C)c1C
  A: -1% | B: 0% | C: -3% | D: -3% | E: 2% | F: -1% | G: -4%
O=C(COCc1cc(-c2ccco2)on1)Nc1cccc(Cl)c1Cl
  A: -28% | B: -9% | C: 1% | D: -15% | E: 1% | F: -25% | G: -1%
Cc1ccc(C)c(NC(=O)Cn2ncc3c(C)n(Cc4ccc(F)cc4)c(C)c3c2=O)c1
  A: -5% | B: -3% | C: -3% | D: -15% | E: 0% | F: ? | G: ?
Cc1c(Cl)cccc1-n1ncc(C(=O)N2CCN(C)CC2)c1C1CCN(C(=O)OC(C)(C)C)CC1
  A: -7% | B: 2% | C: -1% | D: -2% | E: 0% | F: ? | G: 1%
CCCCNC(=O)CCC(=O)NNc1nc2ccccc2c2nc(-c3ccccc3)nn12
  A: 3% | B: -1% | C: 0% | D: -2% | E: -2% | F: ? | G: -1%
COc1ccc(Nc2ccc3cc(S(=O)(=O)N4CCCC4)ccc3n2)cc1OC
  A: ? | B: 0% | C: 1% | D: -4% | E: 2% | F: -14% | G: -1%
Cc1cc(C)c(Cn2c(=O)n(CCCC(=O)NCc3ccc4c(c3)OCO4)c(=O)c3sccc32)c(C)c1
  A: 5% | B: 3% | C: 1% | D: -7% | E: 1% | F: -23% | G: -8%
CC(C)(C)OC(=O)N1CCC(c2c(C(=O)NCCc3ccccc3)cnn2-c2ccc(F)cc2F)CC1
  A: -17% | B: 0% | C: 0% | D: 8% | E: -7% | F: -2% | G: 4%
Cc1ccccc1NC(=O)Nc1csc2c1CCCC2
  A: -6% | B: -1% | C: 1% | D: -4% | E: -2% | F: ? | G: 0%
COc1cc(NC(=O)Cn2nc(Cc3cccnc3)c3ccccc3c2=O)cc(OC)c1OC
  A: 0% | B: 5% | C: 1% | D: -4% | E: 1% | F: -3% | G: -1%
CCN(CC)c1cc2c(cc1F)c(=O)c(S(=O)(=O)c1ccccc1)cn2C
  A: -2% | B: 3% | C: 0% | D: 2% | E: 2% | F: -11% | G: 5%
Cc1ccc(-c2cc(C(=O)NCCc3ccccc3)c3c(-c4ccc(C)cc4)[nH]nc3n2)cc1
  A: 2% | B: -1% | C: -1% | D: -8% | E: 1% | F: -11% | G: 11%
Cn1cc(-c2cc3n(n2)CCC(=O)N3CC(=O)O)c2ccccc21
  A: -13% | B: 6% | C: -3% | D: 0% | E: 3% | F: -13% | G: 10%
COc1ccc2c(c1)CCc1c(C(=O)Nc3c(C)nn(Cc4ccc(Cl)c(Cl)c4)c3C)noc1-2
  A: ? | B: 0% | C: -1% | D: 27% | E: 0% | F: 24% | G: 0%
Cc1ccccc1Nc1nnc(-c2ccc(C)c(S(=O)(=O)N3CCOCC3)c2)c2ccccc12
  A: ? | B: 2% | C: 0% | D: 25% | E: 4% | F: 9% | G: -9%
O=C(Nc1ccc2nc(SCC(=O)N3CCc4ccccc43)sc2c1)c1cccc(Cl)c1
  A: -9% | B: 5% | C: -3% | D: -8% | E: -1% | F: 6% | G: 2%
CCc1ccccc1N1C(=O)CN(S(=O)(=O)CC)CC1(C)C(=O)NC1CCCCC1 (configuration not stated)
  A: 3% | B: 2% | C: 6% | D: 13% | E: 1% | F: 2% | G: 14%
COc1ccc(CNC(=O)C2CCN(c3nc4ccc(C)cc4[nH]3)CC2)cc1
  A: 8% | B: 1% | C: -1% | D: 4% | E: -5% | F: -5% | G: -19%
CCCCc1ccc(-n2nc3cc(C)c(NC(=O)c4ccc(C#N)cc4F)cc3n2)cc1
  A: -1% | B: -2% | C: 1% | D: 8% | E: 1% | F: 1% | G: 16%
Cc1cccc(C)c1NC(=O)Cn1c(=O)n(CCCS(=O)(=O)C2CCCCC2)c(=O)c2ccccc21
  A: -1% | B: 3% | C: -2% | D: -7% | E: 1% | F: -13% | G: -20%
COc1cc(OC)c(NC(=O)c2c(C)oc3nc(C)nc(N4CCOCC4)c23)cc1Cl
  A: 0% | B: 1% | C: 3% | D: -2% | E: -4% | F: 11% | G: 5%
Cc1cc(C)cc(NC(=O)CSc2nc(-c3cccc(Cl)c3)nc3c2Cc2c(CO)cnc(C)c2O3)c1
  A: -1% | B: 4% | C: 2% | D: -3% | E: 0% | F: -2% | G: 2%
Cc1ccc(NC(=O)CCc2nnc3n(C)c(=O)c4sccc4n23)cc1C
  A: 0% | B: 4% | C: 1% | D: 6% | E: -5% | F: 9% | G: -2%
COc1ccc(CCNC(=O)CCc2c(C)nc3c4cccnc4nn3c2C)cc1OC
  A: 15% | B: -2% | C: 0% | D: 4% | E: -4% | F: -10% | G: 4%
CCOc1ccc(OCC)c(NC(=O)CN(C)S(=O)(=O)c2ccc3[nH]c(=O)oc3c2)c1
  A: -19% | B: 1% | C: 0% | D: 9% | E: -2% | F: -7% | G: 18%
O=C(Nc1ccc(C(F)(F)F)cc1)c1cc(S(=O)(=O)N2CCCc3ccccc32)ccc1F
  A: ? | B: 1% | C: 0% | D: 20% | E: -2% | F: -5% | G: 3%
CC(=O)c1ccc(N2CCN(S(=O)(=O)c3ccc4[nH]c5c(c4c3)CCCC5)CC2)cc1
  A: -10% | B: -6% | C: 0% | D: 6% | E: -2% | F: -11% | G: -14%
CCc1cccc(C)c1NC(=O)c1cc(CN2CCCC2)on1
  A: 4% | B: 2% | C: 3% | D: 5% | E: -1% | F: 4% | G: -22%
COc1ccccc1NC(=O)c1cnc(SCC(=O)N2CCCc3ccccc32)n(C)c1=O
  A: -4% | B: -1% | C: ? | D: -5% | E: -1% | F: 22% | G: -9%
CC(=O)c1cccc(NC(=O)c2nc(-c3ccccc3)n(-c3ccccc3C)n2)c1
  A: -10% | B: ? | C: -3% | D: 10% | E: 4% | F: 1% | G: 4%

The final six entries of the part above open the next one.
compound,FH mod,GALK inhibitor,B2AR arrestin ag,p53null 32C tox,PTAP-TSG101 blk,p53null 39C tox,NTMT1 inhibitor
CCOc1ccc(OCC)c(NC(=O)CN(C)S(=O)(=O)c2ccc3[nH]c(=O)oc3c2)c1,-19%,1%,0%,9%,-2%,-7%,18%
O=C(Nc1ccc(C(F)(F)F)cc1)c1cc(S(=O)(=O)N2CCCc3ccccc32)ccc1F,?,1%,0%,20%,-2%,-5%,3%
CC(=O)c1ccc(N2CCN(S(=O)(=O)c3ccc4[nH]c5c(c4c3)CCCC5)CC2)cc1,-10%,-6%,0%,6%,-2%,-11%,-14%
CCc1cccc(C)c1NC(=O)c1cc(CN2CCCC2)on1,4%,2%,3%,5%,-1%,4%,-22%
COc1ccccc1NC(=O)c1cnc(SCC(=O)N2CCCc3ccccc32)n(C)c1=O,-4%,-1%,?,-5%,-1%,22%,-9%
CC(=O)c1cccc(NC(=O)c2nc(-c3ccccc3)n(-c3ccccc3C)n2)c1,-10%,?,-3%,10%,4%,1%,4%
CCSc1ncc(Cl)c(C(=O)Nc2sc3c(c2C(=O)NC)CCCC3)n1,-3%,-9%,0%,-1%,10%,19%,-7%
O=C(Cn1c(=O)n(-c2ccccc2)c(=O)c2ccc(C(=O)NCc3ccc4c(c3)OCO4)cc21)Nc1ccc(F)cc1,12%,-1%,0%,7%,1%,2%,-1%
Cc1nn(C)c2c1c(-c1ccccc1)cc(=O)n2Cc1c(F)cccc1Cl,-10%,-3%,3%,-6%,0%,-2%,-7%
CCC(Sc1nnc(-c2ccc(OC)cc2)c(-c2ccc(OC)cc2)n1)C(=O)NC1CCCCC1 (configuration not stated),-12%,-8%,1%,1%,-2%,11%,9%
Cc1ccc2cc(CN(C)C(=O)c3cccc(Cl)c3)c(=O)[nH]c2c1,-11%,1%,-2%,6%,-2%,-3%,-6%
CCOC(=O)CSc1nc2ccc(NC(=O)c3cccc(F)c3)cc2s1,-18%,-4%,-3%,-17%,-8%,8%,4%
CCN1CCOC(=O)C1CC(=O)Nc1ccc(C(C)=O)cc1 (configuration not stated),-1%,2%,0%,/,-3%,/,4%
CCOC(=O)c1c(NC(=O)CSc2cn(CCNC(=O)c3c(F)cccc3F)c3ccccc23)sc2c1CCCC2,-6%,2%,0%,/,-4%,/,17%
CCS(=O)(=O)n1nc(-c2ccco2)nc1NCc1ccc(C(C)C)cc1,-25%,4%,-3%,-6%,-5%,-20%,-6%
O=C1CC(c2nc3ccccc3n2Cc2c(F)cccc2Cl)CN1c1cccc(C(F)(F)F)c1 (configuration not stated),-13%,2%,0%,2%,-5%,4%,-4%
Cc1ccc(-c2nc(SCc3ccc(Br)cc3)n3[nH]c(=O)cc3n2)cc1,-10%,0%,-1%,-3%,7%,14%,-14%
O=C(NCCc1ccc(Cl)cc1)c1ccc(CSCc2ccccc2Cl)o1,-30%,-1%,-2%,36%[activator],-1%,-9%,5%
Brc1ccc(-c2nc(N3CCN(c4ccccc4)CC3)c3ccccc3n2)cc1,3%,0%,-1%,1%,-5%,3%,-9%
CC(=O)NCCNC(=O)CCCn1c(=O)[nH]c2ccsc2c1=O,4%,2%,1%,-3%,1%,-12%,4%
COc1ccc(CCNC(=O)C(CC(C)C)N2Cc3ccccc3C2=O)c(OC)c1OC (configuration not stated),6%,6%,2%,7%,0%,-4%,0%
Cc1ccc2c(C)c(C(=O)N(Cc3ccc(N(C)C)cc3)Cc3ccco3)oc2c1C,-23%,4%,-1%,-4%,0%,16%,-20%
O=C(Cn1ccc2cc(S(=O)(=O)N3CCCCCC3)ccc21)NCc1cccc(Cl)c1,-34%,-1%,0%,9%,1%,-15%,-3%
CCn1c(/C(C#N)=C/c2ccccc2Cl)nc2ccccc21,-11%,3%,-1%,-11%,-4%,?,-7%
CCn1c(=O)sc2cc(NS(=O)(=O)c3ccc(C)cc3)ccc21,-13%,-7%,-1%,-4%,-3%,-7%,-3%
COC(=O)c1ccc(OC)c(CN2CCCN(Cc3ccc(C)cc3)S2(=O)=O)c1,-18%,0%,0%,7%,0%,1%,22%
CCCn1c(CCCNC(=O)c2ccccc2OC)nc2ccccc21,-2%,-1%,-2%,3%,-1%,0%,13%
Cn1nnc2c(N3CCN(c4cccc(C(F)(F)F)c4)CC3)ncnc21,6%,0%,-1%,1%,-2%,9%,4%

Only part of the results is shown; rates above refer to the full screens.
